High-throughput results from PubChem BioAssay.
Calpain2 inh: inhibitors of pig calpain II, primary screen, biochemical, fluorogenic peptide substrate, 1536-well; purified calpain II, 30 min; inhibition, % at 16 µM; hit rate 0.37% among 220,000; AID 1236, 2008;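 active means inhibition above about 50%, limit read from the data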
Rad51 HR inh: human RAD51 strand exchange inhibitors, primary screen, biochemical, fluorescence; DNA repair protein RAD51 homolog 1 (Homo sapiens), Q06609; hit rate 0.085% among 200,000; AID 1385, 2008; hRad51 DNA strand exchange, fluorescence dequenching; inhibition, % at 10 µM;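 active means inhibition above 40% at the single screening dose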;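 further: 0% = DMSO control wells and 100% = blanks with heterologous ssDNA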
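material = hRad51 filaments on single-stranded DNA | timing = filaments 15 min 37 °C, then compound 30 min | signal = FRET fluorescence dequenching, excitation 485 nm, emission 520 nm | benchmarks = control wells and blank wells on each plate | evaluation = percent inhibition relative to plate controls and blanks | compound = 10 µM final, single point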
TbHK1 inh: Trypanosoma brucei hexokinase 1 inhibitors, primary screen, biochemical, G6PDH-coupled NADH absorbance, MLSCN library; hexokinase 1 [Trypanosoma brucei]; recombinant TbHK1, G6PDH-coupled NADH A340; inhibition, % at 10 µM; hit rate 0.11% among 220,000;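 active means inhibition of 50% or more in the single-dose primary screen; inactive means inhibition below 50%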
EP2 antag: human EP2 receptor antagonists, primary screen, TR-FRET cAMP, C6 glioma cells; AID 1422, 2008; inhibition, % at 25 µM; C6 glioma cells expressing human EP2; cells stimulated with saturating PGE2; Prostaglandin E2 receptor EP2 subtype (Homo sapiens), P43116; hit rate 0.52% among 260,000;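 active means percent inhibition above 40 after rounding to a whole number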;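 further: rat C6 glioma host cells with rolipram phosphodiesterase inhibitor present; the protocol text gives 20 µM as final concentration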
eIF4E-4G inh: eIF4E–eIF4G protein interaction inhibitors, primary screen, biochemical, uHTS, TR-FRET, eIF4GI fragment; Eukaryotic translation initiation factor 4E (Mus musculus) + Eukaryotic translation …; TR-FRET eIF4E-eIF4GI(517-606) binding, 2 h; inhibition, % at 21.7 µM; hit rate 0.37% among 220,000; AID 782, 2007;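 active means inhibition above about 30%, limit read from the data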;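 further: 0% = full FRET control wells and 100% = background wells lacking eIF4GI fragment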
EP2 mod: EP2 receptor modulators, cAMP readout, primary screen, cell-based, HTRF cAMP, PGE2 stimulation; hit rate 0.83% among 260,000; EP2-expressing cells, cAMP HTRF FRET, PGE2 co-stimulation; induction, % at 25 µM; Prostaglandin E2 receptor EP2 subtype (Homo sapiens), P43116; AID 940, 2007;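 active means compounds whose cAMP rise, as percent of the full-agonist control response, exceeds 60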;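 further: rat C6 glioma line stably carrying human EP2 under a CMV promoter; the protocol text gives 20 µM as final concentration; 100% = response of wells given 1 µM PGE2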
14-3-3 Bad PPI: inhibitors of 14-3-3 zeta/Bad binding, primary screen, biochemical, TR-FRET, bovine 14-3-3 zeta; 14-3-3 protein zeta/delta (Bos taurus), P63103; TR-FRET 14-3-3zeta/Dy647-pBad peptide displacement, 1 h; inhibition, % at 21.7 µM; hit rate 0.71% among 220,000; AID 781, 2007;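 active means inhibition above about 70%, limit read from the data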;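 further: 0% = full 14-3-3 plus peptide FRET controls and 100% = background without 14-3-3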
zVAD death inh: inhibitors of zVAD-triggered necroptosis, primary screen, L929 cells | L929 zVAD necroptosis rescue, ATP luminescence, 24 h; with zVAD 60 µM | viability rescue, % at 10 µM | hit rate 0.38% among 220,000 | AID 1377, 2008;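 active means activation, scaled between plate controls, above about 75%, limit read from the data; inactive means activation under that limit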;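 further: 0% = zVAD with DMSO and 100% = DMSO alone without zVAD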
Hck-Nef inh: inhibitors of Nef-activated human Hck kinase, primary screen, biochemical, Z-Lyte FRET, 384-well, Hck-YEEI; hit rate 0.68% among 220,000; Recombinant Hck-YEEI plus Nef, Z-Lyte FRET kinase assay; inhibition, % at 20 µM; Tyrosine-protein kinase HCK (Homo sapiens), P08631;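 active means Hck-Nef kinase inhibition above about 50%, limit read from the data; inactive means inhibition below that limit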;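 further: 0% = DMSO with Hck plus Nef and 100% = Hck alone without Nef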
Numbers without * were called inactive; x = not tested or not shown; [ ] = another dose, or the depositor's remark.

smiles,14-3-3 Bad PPI,zVAD death inh,EP2 mod,TbHK1 inh,EP2 antag,Calpain2 inh,Hck-Nef inh,Rad51 HR inh,eIF4E-4G inh
Cc1oc(-c2cc(Cl)cc(Cl)c2)cc1C(=O)NCCc1ccccc1,-13,1.4,-27,8,8,10,2,5,21
Cc1ccc(C(=O)N(CN2CCCC2=O)c2ccccc2)cc1,-1,0.0,-22,-2,3,12,12,3,0
COC(=O)c1[nH]c2ccc(Cl)cc2c1NC(=O)CCN1CCOCC1,-8[fluorescence artefact?],0.0,10,-9,x,-266,3,x,-1
CC(=O)c1ccc(N2CCN(C(=O)/C=C/c3ccc4ccccc4n3)CC2)cc1,30,23,-40,-20,11,0,16,0,-4
C/C(=N\NC(=O)CCc1ccc(S(=O)(=O)N2CCOCC2)cc1)c1ccccc1Cl,-10,1.0,15,-4,12,10,16,11,2
O=C1c2ccccc2C(Nc2ccc3c(c2)OCO3)N1Cc1ccc2c(c1)OCO2 (stereo not given),-5[fluorescence artefact?],-0.1,-1,3,11,21,20,-2,2[fluorescence artefact?]
NC(=S)Nc1cccc2[nH]ccc12,-9,0.3,-10,0,3,-2,22,0,-1
O=C(CC1(O)C(=O)Nc2ccccc21)c1ccc(-n2cnnn2)cc1 (stereo not given),-1,3.3,-1,-2,4,-25,-6,-5,-4
CCC(C)(C)NC(=O)CN(Cc1ccc2c(c1)OCO2)C(=O)CCC(=O)Nc1ccccn1,-1,0.6,43,-1,12,-2,13,-8,1
COCCNCC(=O)Nc1ccccc1Sc1ccccc1,29[fluorescence artefact?],1.0,39,0,2,10,-1,2,6
Cc1cc(C)cc(NC(=S)/C(=C(\[O-])c2ccc(Cl)cc2Cl)[n+]2ccc(C(C)(C)C)cc2)c1,-11,0.2,18,-22,9,-44,20,2,-7
COc1cc(OC)c(C2=NOC(C(=O)Nc3cc(C)nn3-c3ccccc3)C2)cc1Cl (stereo not given),2,0.7,-8,4,10,-14,5,x,-2
COCCNC(=O)c1ccc(C(=O)NCCOC)s1,15[fluorescence artefact?],0.1,-5,-3,5,38,1,-3,2[fluorescence artefact?]
CC(=O)C1C(=O)c2c(cccc2[N+](=O)[O-])C1=Nc1ccc(S(N)(=O)=O)cc1 (stereo not given),-7,29,-38,-27,3,-41,22,21,-2
COc1ccc(CCNC(=S)NC(=O)c2ccccc2)cc1OC,-3,0.2,-26,1,4,6,0,3,5
CCC(C(=O)NCc1ccco1)N(C(=O)CNS(=O)(=O)c1ccccc1)c1ccc(OC)cc1 (stereo not given),8,-0.8,6,-5,7,28,-2,x,0
Cc1cc(Oc2ncccc2[N+](=O)[O-])c2cc(Cl)ccc2n1,4,-1.0,-2,-14,12,4,13,18,3
Cc1ccc(C(C2C(=O)CC(C)(C)CC2=O)C2C(=O)CC(C)(C)CC2=O)s1,-8,0.2,-42,-2,32,-19,1,-9,7
O=C(CN1C(=O)NC2(CCCCCC2)C1=O)NCc1ccco1,-10,0.2,18,1,15,4,0,6,0[fluorescence artefact?]
O=C(Cc1cccs1)N1CCCC(c2nc3c(nnn3Cc3cccc(Cl)c3)c(=O)[nH]2)C1 (stereo not given),-1,0.0,25,-3,11,-16,0,0,7
Cn1c(SCc2ccccc2F)nnc1-c1ccccn1,-4,1.6,-1,-6,9,-20,6,30,6
CSCCC(NC(=O)c1ccccc1)C(=O)O (stereo not given),-7,0.6,25,-3,7,-6,24,3,-9
C/C(=N\N1C(=O)c2ccccc2NC1c1ccco1)c1ccccc1O (stereo not given),-9,9.9,16,-10,2,9,-19,20,0
CCOC(=O)Cn1c(=O)oc2cc(S(=O)(=O)NC(C)(C)CC)ccc21,1,0.0,-17,2,4,26,1,1,0
CC(C)c1ccc(NC(=O)COC(=O)[C@H](CCC(N)=O)NC(=O)c2ccc(F)cc2)cc1,4,1.4,16,-4,4,-10,0,-12,4
O=C1C(Cl)=C(NCC2CCCO2)C(=O)N1Cc1ccccc1 (stereo not given),14,0.8,-1,-11,8,4,0,-3,0
COc1ccccc1-n1c(SCC(=O)Nc2cccc(C)c2)nc2c(c1=O)SCC2,9,0.2,3,-17,11,-17,0,-6,-6
CC1=CC(=C(C#N)C#N)C=C(C)N1CCN1CCN(C(=O)Nc2cccc(Cl)c2)CC1,-9,0.6,-9,-17,16,-79,3,-5,0
CCc1ccc(NC(=O)C(=O)NCCN2CCN(S(C)(=O)=O)CC2)cc1,-7,0.9,6,-3,1,-18,23,0,0
CCn1c(SCC(=O)N/N=C/c2cccs2)nc2ccccc21,-2[fluorescence artefact?],0.8,-5,-8,1,3,2,11,2
Cc1ccc(C(=O)CCC(=O)N2CCC(C(N)=O)CC2)cc1,2,1.4,17,0,8,-48,-5,-6,-3
CCN(CC)c1nc2ccccc2nc1-n1nc(C)cc1C,-5[fluorescence artefact?],0.1,50,-2,3,-39,103*,0,-3[fluorescence artefact?]
COc1ccccc1C(=O)NCc1ccccc1,-6,-0.6,23,2,7,-22,6,4,2
Cc1cc(CSc2ccccc2)ccc1NC(=O)c1cccc([N+](=O)[O-])c1,5,-0.2,11,3,21,-2,2,5,72*[fluorescence artefact?]
Cc1ccccc1OCc1nnc(SCC(=O)Nc2c(C)n(C)n(-c3ccccc3)c2=O)n1-c1ccccc1,-8,-0.6,28,30,4,22,1,5,-3
Cc1c(C(=O)NC2CCCc3ccccc32)oc2ccccc12 (stereo not given),-9[fluorescence artefact?],0.0,-34,0,x,34,4,x,2
C=CCc1ccc(OCC(O)CN2CCC(Cc3ccccc3)CC2)c(OC)c1 (stereo not given),6[fluorescence artefact?],-0.4,-2,1,8,-7,-2,8,-10[fluorescence artefact?]
Nc1nc(-c2ccc(-n3nncc3-c3ccco3)cc2)cs1,-2,0.4,-14,-7,7,-18,6,-1,2
NC12CCc3c(no[n+]3[O-])C1(O)CC(c1ccccc1)=[N+]2[O-] (stereo not given),10,-0.4,20,-7,20,-17,0,-2,-5[fluorescence artefact?]
COc1ccc(-c2ccc(C)cc2)cc1[C@H]1[C@@H]2C=CCC[C@@]2(C)C(=O)N1Cc1ccccc1,-3,0.1,19,-3,13,3,5,5,-1
Cc1ccc(Cn2nnc3c(=O)[nH]c(C4CCN(S(=O)(=O)c5cc(C)ccc5C)CC4)nc32)cc1,7,-0.3,1,7,24,-86,2,-1,-6
CCN(CC)c1ccc(NC(=O)C2=CCN(S(=O)(=O)c3ccc(F)cc3)CC2)c(C)c1,-4,x,15,-5,10,8,0,x,1
Nc1nonc1-c1nc2ccccc2n1Cc1ccccc1,-9,-0.2,50,-7,10,-5,-1,2,5
O=Cc1cn(-c2ccccc2)nc1-c1ccncc1,-8,16,-3,-2,9,-7,26,3,-1
O=C(CCNS(=O)(=O)c1cccs1)NC1CCN(Cc2ccccc2)CC1,-10,0.9,11,-1,8,-7,19,2,0
CN1CCN(CC#CCC2(O)c3ccccc3-c3ccccc32)CC1,-3,0.7,-3,-1,8,-21,8,5,0
Cc1ccc(Cl)cc1N1CCN(C(=O)C2CCN(S(=O)(=O)c3cnc[nH]3)CC2)CC1,-3,-1.4,-2,1,7,17,-6,-3,1
CCOc1ccccc1CNCc1ccc(F)cc1,-3,-0.6,-4,13,6,9,-34,-11,1

A different layout for part of the listing above:
> Cc1ccc(Cn2nnc3c(=O)[nH]c(C4CCN(S(=O)(=O)c5cc(C)ccc5C)CC4)nc32)cc1
- 14-3-3 Bad PPI: 7
- zVAD death inh: -0.3
- EP2 mod: 1
- TbHK1 inh: 7
- EP2 antag: 24
- Calpain2 inh: -86
- Hck-Nef inh: 2
- Rad51 HR inh: -1
- eIF4E-4G inh: -6

> CCN(CC)c1ccc(NC(=O)C2=CCN(S(=O)(=O)c3ccc(F)cc3)CC2)c(C)c1
- 14-3-3 Bad PPI: -4
- zVAD death inh: x
- EP2 mod: 15
- TbHK1 inh: -5
- EP2 antag: 10
- Calpain2 inh: 8
- Hck-Nef inh: 0
- Rad51 HR inh: x
- eIF4E-4G inh: 1

Other records.
smiles,14-3-3 Bad PPI,zVAD death inh,EP2 mod,TbHK1 inh,EP2 antag,Calpain2 inh,Hck-Nef inh,Rad51 HR inh,eIF4E-4G inh
Cc1ccc(C2N=C(N)Nc3nc4ccccc4n32)cc1 (stereo not given),-8,0.2,-11,2,2,-17,20,7,-1
CCOC(=O)N/N=C/c1ccc(OC)c(O)c1,4,-0.8,-6,9,8,12,17,-5,0
Cc1onc(-c2c(Cl)cccc2Cl)c1CO/N=C(\C#N)c1c(Cl)cccc1Cl,-1,0.3,19,3,13,21,-19,-13,6
COc1ccc(C(=O)NC2CCCCCC2)cc1S(=O)(=O)N1CCCC1,-10,4.3,-47,-3,4,1,21,14,-2
O=C(O)/C=C/C(=O)NC1CCC(CC2CCC(NC(=O)/C=C/C(=O)O)CC2)CC1 (stereo not given),-3,0.2,43,4,11,6,23,0,0
CCC1(c2ccc(F)cc2)NC(=O)N(CC(=O)c2ccc[nH]2)C1=O (stereo not given),-6,0.0,6,-2,23,11,-1,1,-1
C/C=C\C(=O)Nc1cccc(C2=NOC3(C2)C[C@@H](C(N)=O)N(C(=O)c2ccc(Cl)cc2)C3)c1 (stereo not given in full),3,-0.4,-12,-6,13,-20,24,3,-1
COc1ccc(CCNC(=O)CSc2nc(-c3ccco3)cc(C(F)(F)F)n2)cc1OC,5,1.3,-35,-27,1,-3,-2,-5,3
COc1ccc(OC)c2[nH]c(=O)c(CCNS(=O)(=O)c3ccc(C)cc3)cc12,10,0.0,29,2,x,-49,9,x,-4
O=C(c1ccccc1)c1ccc(OCC(O)CN2CCOCC2)cc1 (stereo not given),x,-0.7,x,0,21,x,5,2,x
CCOC(=O)c1cnn(Cc2cccc(Cl)c2)c1C,-9,0.3,9,0,4,-5,-9,33,-3
CCOC(=O)c1cnc(NCc2ccccc2)nc1C,-7,2.4,37,-8,6,-39,-7,-2,-6
Cc1noc2ncnc(Oc3ccc(Cl)cc3Cl)c12,-19,-0.1,45,-3,7,10,8,6,0
Cc1cc(C)c(C)c(S(=O)(=O)NNC(=O)c2cccc(S(=O)(=O)N3CCOCC3)c2)c1C,-8,0.9,0,4,1,-6,5,3,14
Cc1cc2nnc(SCC(=O)Nc3cc(S(=O)(=O)N4CCOCC4)ccc3Cl)n2c2ccccc12,-75[fluorescence artefact?],1.8,-3,-16,2,-82,3,-9,-45
CCOC(=O)N1CCC(N2Cc3cccc(C(=O)N4CCN(c5cccc(C)c5C)CC4)c3C2=O)CC1,-19,-0.6,-20,-9,-1,-114,22,18,-2
COCCn1c(SC2CCOC2=O)nc2ccccc2c1=O (stereo not given),2,0.9,6,-1,2,-11,11,x,4
Cn1c(-c2sc3cc(C(F)(F)F)cnc3c2-c2cccnc2)n[nH]c1=S,9,0.0,-6,-21,14,-42,-2,12,-1

The list is partial; the hit share may differ from the screen's.
